TEAD-YAP inh – TEAD-YAP interaction inhibition, primary screen, TEAD-YAP interaction inhibitor project, luminescence, HEK-TIYL cells | TEAD-Gal4/YAP UAS-luciferase luminescence | inhibition, % at 9.12 µM | 640,000 compounds, 1.4% hits; in the data active = inhibition above about 32%;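 note: 0% = median of test compound wells and 100% = reference inhibitor wells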
MITF inh – MITF inhibitors, primary screen, biochemical, AlphaScreen, human; 650,000 compounds, 0.91% hits; AID 1259374, 2018; AlphaScreen MITF homodimerization, bead proximity signal; inhibition, % at 2.6 µM; in the data active = inhibition above about 50%;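 note: 0% = vehicle wells with protein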
Target sequence (O75030 whole entry, looked up): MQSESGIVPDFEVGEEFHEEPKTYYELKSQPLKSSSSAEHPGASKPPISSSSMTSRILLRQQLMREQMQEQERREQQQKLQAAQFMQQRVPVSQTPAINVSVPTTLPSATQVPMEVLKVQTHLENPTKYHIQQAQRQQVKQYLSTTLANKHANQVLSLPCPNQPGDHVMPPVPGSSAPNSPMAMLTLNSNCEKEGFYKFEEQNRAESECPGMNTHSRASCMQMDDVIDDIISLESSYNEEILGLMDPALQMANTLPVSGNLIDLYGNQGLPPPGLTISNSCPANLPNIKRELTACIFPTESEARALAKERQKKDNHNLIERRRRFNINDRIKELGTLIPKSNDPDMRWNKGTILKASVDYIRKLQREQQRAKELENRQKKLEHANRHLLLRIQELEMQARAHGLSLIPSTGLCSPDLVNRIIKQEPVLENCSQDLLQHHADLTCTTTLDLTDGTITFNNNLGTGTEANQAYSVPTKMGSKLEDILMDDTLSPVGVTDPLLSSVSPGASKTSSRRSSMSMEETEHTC
FBW7 act – FBW7 E3 ligase activators, primary screen, biochemical, AlphaScreen, human. AlphaScreen FBW7–phospho-cyclin E peptide binding, activator screen. normalized activity (activation), % at 26.1 µM. 650,000 compounds, 0.13% hits. AID 1259310, 2017; in the data active = normalized activity above about 1.9%;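 note: purified mutant Fbw7 with reduced substrate affinity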
GPR151 activ – activators of human GPR151, primary screen, cell-based, PathHunter beta-arrestin, luminescence; G-protein coupled receptor 151 (Homo sapiens), Q8TDV0; PathHunter beta-arrestin GPR151 cells; activation, % at 11.2 µM; 650,000 compounds, 1% hits; AID 1508602, 2020; in the data active = activation above about 4.9%;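 note: 0% = median of compound wells and 100% = cells with positive control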
Target sequence (Q8TDV0 whole entry, looked up): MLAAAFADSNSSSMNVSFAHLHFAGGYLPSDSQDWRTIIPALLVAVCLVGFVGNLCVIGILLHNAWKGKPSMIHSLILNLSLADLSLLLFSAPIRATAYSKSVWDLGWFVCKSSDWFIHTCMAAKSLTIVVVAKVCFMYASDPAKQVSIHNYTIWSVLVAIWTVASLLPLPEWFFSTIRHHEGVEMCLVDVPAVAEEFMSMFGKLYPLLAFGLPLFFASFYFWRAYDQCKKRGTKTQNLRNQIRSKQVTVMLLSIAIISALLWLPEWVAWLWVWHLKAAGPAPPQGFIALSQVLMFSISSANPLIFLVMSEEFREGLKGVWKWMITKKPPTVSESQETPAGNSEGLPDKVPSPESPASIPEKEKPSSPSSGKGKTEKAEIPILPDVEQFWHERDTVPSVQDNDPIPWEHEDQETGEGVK
The depositor's hits bear a star.

SMILES | TEAD-YAP inh | MITF inh | FBW7 act | GPR151 activ
CCN(CC)S(=O)(=O)c1ccc(O)c(NS(=O)(=O)c2ccccc2F)c1 | 0 | 7 | 0.1 | 0.1
COc1ccc(OCC(=O)OCC(=O)Nc2ccc(S(N)(=O)=O)cc2)cc1 | 6 | -2 | 0.1 | 0.8
CCCOc1ccc(S(=O)(=O)NCCCN2CCOCC2)c2ccccc12 | -1 | 2 | 0.7 | -0.3
C/C(=N\NC(=O)CNC(=O)COc1ccccc1)c1ccccc1 | -4 | 16 | 0.6 | 0.4
CCOC(=O)C1C(=O)CC(=O)CC1c1ccc(OC)cc1 (configuration not stated) | 7 | 1 | 0.0 | 1.7
CNC(=O)/C(=C\c1ccco1)NC(=O)c1ccccc1I | -3 | 10 | -0.1 | -0.6
Clc1ccc(SCc2cn3ccccc3n2)cc1 | -50 | 10 | 0.0 | 0.1
O=C(Nc1cccc([N+](=O)[O-])c1)NC(C(F)(F)F)C(F)(F)F | -4 | 2 | -0.2 | 1.4
O=C(Nc1cccc([N+](=O)[O-])c1)NC1(C(Cl)(Cl)Cl)OCCO1 | 0 | 7 | 0.0 | 1.1
CC(C)n1c(N2CCC(N3CCOCC3)CC2)nc2c(Nc3ccccc3)ncnc21 | 4 | -2 | 0.0 | 1.4
COCCCNC(=O)Cn1cc(/C=C(\C#N)C(=O)NC2CCCCC2)c2ccccc21 | 4 | -2 | -0.1 | 0.2
O=C(NCc1cccc(Br)c1)c1ccc(N2CCCC2=O)cc1 | 3 | 3 | 0.2 | 2.8
Cn1cc(C(=O)NCCc2c[nH]c3ccccc23)nn1 | 3 | 2 | 0.1 | 1.0
Cc1c(NC(=O)COc2ccc([N+](=O)[O-])cc2)c(=O)n(-c2ccccc2)n1C | -10 | 16 | 0.0 | -1.4
COCCCN1C(=O)CC(CC(=O)NCc2ccc(OC)cc2)(c2ccccc2)C1=O (configuration not stated) | -38 | -7 | 0.1 | -0.2
CCN=C1S/C(=C\c2ccccc2[N+](=O)[O-])C(=O)N1CC | -5 | 18 | -0.1 | -1.1
CC(C)C(NS(=O)(=O)c1cccc2nsnc12)C(=O)NC1CCCCC1C (configuration not stated) | -9 | 13 | 0.1 | -0.2
Cc1nnc(SCC(=O)Nc2cccc(Cl)c2)n(N)c1=O | 6 | 4 | -0.1 | -0.5
NC(=O)NCC(=O)N1CCN(S(=O)(=O)c2cc(C(F)(F)F)ccc2Cl)CC1 | -6 | -19 | 0.1 | -0.5
NC(=O)Cc1cn(-c2ccc(N3CCc4ccccc4C3)nn2)c2ccccc12 | -20 | 6 | -0.2 | -1.2
O=C(NCc1cccnc1)c1ccccc1-c1nc(-c2ccccc2Cl)no1 | 5 | 29 | 0.2 | -0.8
CCOC(=O)CCC(=O)Nc1c(C(=O)Nc2ccc(Cl)cc2)oc2ccccc12 | -10 | 14 | 0.2 | -0.8
COc1ccc(OC)c(-n2c(CNC(=O)c3ccc(S(=O)(=O)N4CCCC4)cc3)nnc2SCC(=O)Nc2ccc(F)cc2)c1 | 4 | -8 | -0.2 | 3.5
NC(=O)c1cc(NC(=O)c2cccs2)ccc1N1CCCCC1 | -92 | 3 | 0.8 | 0.0
CCOCCCNC(=S)Nc1ccc(OC)cc1OC | 3 | -4 | -0.1 | 0.7
SMILES | TEAD-YAP inh | MITF inh | FBW7 act | GPR151 activ
O=C1CC(c2ccco2)CC2=C1C(c1ccco1)N(C(=O)C(F)(F)F)c1ccccc1N2 (configuration not stated) | 11 | 15 | 0.1 | 0.2
Cc1nc(NC(=O)c2ccc(C#N)cc2F)ccc1Br | -53 | 5 | -0.1 | -0.5
C=CCOc1cccc(/C=C2/N=C(C)C(C(=O)OCC)=C2O)c1 | -14 | -6 | 0.0 | 1.0
CCOC(=O)c1cc2occc2n1CC(=O)N1CCc2ccccc21 | 2 | -8 | 0.1 | -0.6
COc1ccc(C2CC(=O)C3=C(C2)Nc2ccccc2NC3c2cc(OC)c(OC)cc2OC)cc1OC (configuration not stated) | -16 | -8 | -0.1 | 0.4
O=C(COc1ccc(S(=O)(=O)N2CCCC2)cc1Cl)NCC1CCCO1 (configuration not stated) | 7 | 11 | 0.1 | -0.4
CCCCN(CCCC)Cc1ccc(C(=O)NNC(=O)Nc2ccccc2)o1 | 6 | 4 | 0.9 | 1.0
COc1ccc(-c2nc(CSCC(=O)NC3CCCCC3C)c(C)o2)cc1OC (configuration not stated) | -3 | 10 | -0.2 | 1.1
COc1ccc(/C=C/C(=O)Oc2ccc(Br)cc2C(=S)N2CCCCC2)cc1OC | -3 | 17 | 0.8 | -1.9
COc1ccc(N(C(C)C(=O)N/N=C/c2ccc(OCC(C)C)cc2)S(C)(=O)=O)cc1 (configuration not stated) | 22 | 11 | 0.1 | -0.4
O=C(CCNS(=O)(=O)/C=C/c1ccccc1)OCc1csc(-c2ccccc2)n1 | -5 | 0 | 0.2 | 0.1
Cc1nnc(NC(=O)c2sc3ncnc(N4CCCCC4C)c3c2C)s1 (configuration not stated) | 4 | 5 | 0.8 | 0.0
O=c1c2c([nH]c(=S)n1Cc1ccco1)-c1ccccc1CC21CCCCC1 | -2 | 18 | 0.6 | -0.1
Nc1c(C(=O)Nc2ccccc2F)sc2nc3c(cc12)CCC3 | -69 | 4 | 1.1 | -1.7
Cc1cc(/C=N/n2cnnc2)c(C)n1-c1ccc(Cl)cc1 | -2 | 10 | 0.0 | -1.2
CC1CC(C)CN(C(=O)C2CCCN(S(=O)(=O)c3cccc4nonc34)C2)C1 (configuration not stated) | 4 | 3 | 0.0 | 1.0
Cc1ccc2cnn(CC(=O)NC3CCCCC3)c2c1 | 4 | -1 | 0.0 | 0.9
S=C(Nc1ccc(Cl)cc1)N(CCN1CCCCCC1)Cc1ccco1 | 8 | -11 | -0.1 | 0.5
CCOc1ccc(S(=O)(=O)N(CC(=O)N2CCc3ccccc3C2)c2ccccc2)cc1 | 1 | -13 | 0.0 | 1.7
CCOCCn1cnc2sc(C(=O)Nc3cc(Cl)ccc3OC)c(C)c2c1=O | -6 | 12 | 0.0 | 0.1
N#Cc1ccc(/C=N/N2C(=O)c3ccccc3C2=O)cc1 | 1 | 2 | -0.1 | 0.4
CCOc1cc(CN2CCc3nnc(C(C)NC(=O)C(C)C)n3CC2)ccc1O (configuration not stated) | 14 | 21 | 0.9 | -0.7
COC(=O)C1=C(C(=O)OC)SC(=C2C(=S)C(C)(C)N(C(=O)Nc3ccccc3)c3ccc(OC)cc32)S1 | -17 | 19 | -1.2 | -2.1
O=C1CC2(CCN(C(=O)c3ccc(Br)cc3)CC2)Oc2ccccc21 | 2 | -16 | 0.2 | 4.1
CCc1ccccc1OCCCCNCCO | -4 | 16 | -0.1 | -0.5
SMILES | TEAD-YAP inh | MITF inh | FBW7 act | GPR151 activ
CCNc1nc(N2CCCC2)nc(N2CCCC2)n1 | -11 | 2 | 0.0 | -0.4
COc1ccccc1NC(=O)c1c(NC(=O)CCC(=O)O)sc2c1CCC(C)C2 (configuration not stated) | -10 | 12 | -0.1 | -0.3
O=C(NC(=S)Nc1ccc2oc(-c3cccc4c(Br)cccc34)nc2c1)c1ccco1 | 1 | 3 | 0.9 | 0.0
Cc1ccc(NC(=O)CSc2nc3ccccc3c(=O)n2CCCN2CCC(C)CC2)cc1Cl | 9 | 10 | 0.2 | -1.3
Cc1cc(C(=O)CSc2nc3ccccc3c(=O)[nH]2)c(C)n1CC1CCCO1 (configuration not stated) | -28 | 7 | -0.2 | 2.7
Cn1c(SCC(=O)Nc2ccc3[nH]c(=O)[nH]c3c2)nnc1-c1ccc(Cl)cc1 | 1 | 3 | 0.1 | -1.2
CC(NC(=O)Cc1ccccc1)C1COc2ccccc2O1 (configuration not stated) | 9 | 11 | 0.4 | 0.7
O=C1c2cccc3cccc(c23)C(=O)N1CC(=O)n1nnc2ccccc21 | -5 | 0 | -0.2 | -0.5
COC(=O)C1C(=O)NC(SC)=C(C#N)C1c1ccc(Cl)cc1 (configuration not stated) | -7 | 0 | -0.1 | -0.6
O=C(CN1CCC(O)(c2cccnc2)CC1)NCc1ccccc1 | 0 | -14 | -0.1 | -0.5
O=C(O)CNC(=O)CNC(=O)c1ccc(Cl)cc1 | 1 | -3 | 0.0 | -1.1
N#Cc1c(SCC(N)=O)nc2c(c1-c1ccncc1)CCCC2 | 6 | -2 | 0.1 | -0.2
O=C(O)CCN1C(=O)C2C3CCC(C3)C2C1=O (configuration not stated) | -4 | -7 | -0.1 | 0.1
COc1ccc(N2CCN(CC(=O)Nc3cc(C)on3)CC2)cc1 | 0 | -7 | -0.2 | 0.9
C[C@@H]1CN(C(=O)c2nc3sccn3c2CNCCc2cscn2)C[C@H](C)O1 | 5 | 5 | 0.0 | 2.5
COc1cccc(S(=O)(=O)Nc2cccc(Cl)c2)c1 | 6 | -21 | -0.1 | 0.9
O=C(NC(=S)NCc1ccco1)c1ccc(Br)o1 | -5 | 15 | -0.3 | -1.2
CCCn1cc(CN2CCN(C3CCN(C(C)C)CC3)C(CCO)C2)c(C)n1 (configuration not stated) | -4 | -5 | 0.2 | -0.2
CCOc1ccc(N2C(=O)CC(SCCC(=O)Nc3ccc(Cl)cc3)C2=O)cc1 (configuration not stated) | 7 | 7 | 0.1 | 0.2
COCCCNC(=O)CN(c1cccc(Cl)c1)S(=O)(=O)c1ccc(Cl)cc1 | 7 | 11 | 0.3 | -0.1
CCOc1ccc(C(=O)Nc2ccc3oc(-c4ccc(Br)cc4)nc3c2)cc1 | -3 | 6 | 0.1 | -1.2
Cc1ccc(S(=O)(=O)Nc2cc3c4c(oc3cc2C)CCCC4=O)cc1 | 10 | 8 | 0.0 | 0.5
C=C(Cl)COc1nc2cc(OC)c(OC)cc2cc1CNCc1cn(C)nc1C | 10 | -10 | -0.1 | 3.8
CCCCOc1ccc(C2NC(=S)NC(C)=C2C(=O)OCCOC)cc1OC (configuration not stated) | -11 | 15 | -0.4 | 3.7
CCOC(=O)c1c(NC(=O)c2cnn3c2NC(c2ccc4c(c2)OCO4)CC3C(F)(F)F)sc2c1CCC2 (configuration not stated) | -8 | -9 | 0.0 | 0.9

No new results follow: 13 of the compounds above.
SMILES | TEAD-YAP inh | MITF inh | FBW7 act | GPR151 activ
Cc1ccc(NC(=O)CSc2nc3ccccc3c(=O)n2CCCN2CCC(C)CC2)cc1Cl | 9 | 10 | 0.2 | -1.3
Cc1cc(C(=O)CSc2nc3ccccc3c(=O)[nH]2)c(C)n1CC1CCCO1 (configuration not stated) | -28 | 7 | -0.2 | 2.7
Cn1c(SCC(=O)Nc2ccc3[nH]c(=O)[nH]c3c2)nnc1-c1ccc(Cl)cc1 | 1 | 3 | 0.1 | -1.2
CC(NC(=O)Cc1ccccc1)C1COc2ccccc2O1 (configuration not stated) | 9 | 11 | 0.4 | 0.7
O=C1c2cccc3cccc(c23)C(=O)N1CC(=O)n1nnc2ccccc21 | -5 | 0 | -0.2 | -0.5
COC(=O)C1C(=O)NC(SC)=C(C#N)C1c1ccc(Cl)cc1 (configuration not stated) | -7 | 0 | -0.1 | -0.6
O=C(CN1CCC(O)(c2cccnc2)CC1)NCc1ccccc1 | 0 | -14 | -0.1 | -0.5
O=C(O)CNC(=O)CNC(=O)c1ccc(Cl)cc1 | 1 | -3 | 0.0 | -1.1
N#Cc1c(SCC(N)=O)nc2c(c1-c1ccncc1)CCCC2 | 6 | -2 | 0.1 | -0.2
O=C(O)CCN1C(=O)C2C3CCC(C3)C2C1=O (configuration not stated) | -4 | -7 | -0.1 | 0.1
COc1ccc(N2CCN(CC(=O)Nc3cc(C)on3)CC2)cc1 | 0 | -7 | -0.2 | 0.9
C[C@@H]1CN(C(=O)c2nc3sccn3c2CNCCc2cscn2)C[C@H](C)O1 | 5 | 5 | 0.0 | 2.5
COc1cccc(S(=O)(=O)Nc2cccc(Cl)c2)c1 | 6 | -21 | -0.1 | 0.9

Other structures.
SMILES | TEAD-YAP inh | MITF inh | FBW7 act | GPR151 activ
Cc1ccc(Cl)c2sc(=NC(=O)CN3C(=O)CCC3=O)n(C)c12 | 4 | 10 | -0.1 | -1.5
O=C(c1cc(-c2ccc(O)cc2)on1)N1CCc2ccccc2C1 | 13 | 8 | 0.0 | -0.1
COC1(/C(N)=C/C(=O)c2ccccc2)CCCCC1 | -7 | 6 | 0.7 | -0.1
CC1CCc2c(sc(NC(=O)c3cccnc3Cl)c2C#N)C1 (configuration not stated) | -11 | 6 | -0.1 | 0.3
O=C1NC(=O)N(c2ccc(Br)cc2)C(=O)/C1=C/c1ccc(C(=O)O)cc1 | -5 | 25 | 0.3 | -1.8
O=C(NCCCN1CCOCC1)C(c1ccccc1)c1ccccc1 | -3 | 4 | 0.0 | 0.9
Nc1ncnc(NNc2nc3ccccc3s2)c1[N+](=O)[O-] | -54 | 27 | -1.1 | 0.6
CCc1ccc(/C=C2/Sc3ccccc3N(CC(=O)NCCCOC(C)C)C2=O)cc1 | -9 | -6 | -0.1 | 0.4
Cc1nnc(SCC(=O)NCc2cccs2)n1-c1ccccc1 | 0 | -8 | 0.0 | -0.4
Nn1c(SCC(=O)Nc2ccc3c(c2)OCO3)nnc1-c1ccccn1 | 5 | 16 | -0.5 | -0.4
O=C1/C(=C/c2ccccc2)N=C2CCCN12 | -9 | 0 | -0.1 | 0.7
CCCCn1c(CNC(=O)COc2ccccc2)nnc1SCC(=O)Nc1sc2c(c1C(=O)OCC)CCC2 | 1 | 0 | 0.0 | 0.4
Fc1ccc(CN2CCC[C@H]2c2nc3ccc(-c4ccncc4)cc3[nH]2)c(F)c1 | 10 | 10 | -1.3 | 1.1

Bioassay records as filed in PubChem BioAssay.
